mIAP block: blocks mouse intestinal alkaline phosphatase. purified mouse IAP, CDP-Star luminescence, 30 min. inhibition, % at 10 µM. 330,000 tested, 0.2% active;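 active means inhibition of at least 40% at 10 µM in the primary screen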;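 further: plate controls were DMSO with enzyme for no effect and no enzyme wells for full effect; values of inactives mirror those of a sister screen read the other way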
beta cell repl: MIN6 beta-cell proliferation induction; MIN6 cells proliferation, ATPlite luminescence, 48 h; cells starved in 0.2% serum; 100% = growth in 10% serum; proliferation, % at 10 µM; 330,000 tested, 0.29% active; AID 2380;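 active means compounds whose signal lies at least 3.5 SD above the mean of all wells on their plate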;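 further: 0% = DMSO-treated cells in low-serum medium and 100% = 10% serum control; some compounds called inactive have numbers as strong as hits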
A3A deaminase: blocks human APOBEC3A ssDNA deamination. recombinant A3A, FAM/TAMRA ssDNA deamination fluorescence. inhibition, % at 20 µM. AID 493011. 330,000 tested, 0.41% active;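 active means at least 40% inhibition at 20 µM here, with at most 30% in a related deaminase screen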;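 further: plate controls were A3A with DMSO for no effect and wells lacking A3A enzyme for full effect; some results filed as inactive read as strong as hits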
Target sequence (P31941 whole entry, looked up): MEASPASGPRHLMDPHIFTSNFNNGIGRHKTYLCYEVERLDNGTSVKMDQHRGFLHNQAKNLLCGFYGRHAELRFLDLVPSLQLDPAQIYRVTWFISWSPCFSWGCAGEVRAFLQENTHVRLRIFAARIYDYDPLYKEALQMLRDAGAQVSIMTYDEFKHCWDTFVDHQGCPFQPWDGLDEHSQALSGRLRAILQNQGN
A3G deaminase: APOBEC3G (human) deaminase inhibition | inhibition, % at 20 µM | 330,000 tested, 0.28% active | Q9HC16 | AID 493012 | recombinant A3G, ssDNA deamination FAM/TAMRA fluorescence;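 active means inhibition of at least 40% at 20 µM, with no more than 30% in the related APOBEC3A deaminase screen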;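 further: plate controls were DMSO wells with A3G for no effect and wells lacking A3G enzyme for full effect; some compounds called inactive have numbers as strong as hits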
Target sequence (Q9HC16 whole entry, looked up): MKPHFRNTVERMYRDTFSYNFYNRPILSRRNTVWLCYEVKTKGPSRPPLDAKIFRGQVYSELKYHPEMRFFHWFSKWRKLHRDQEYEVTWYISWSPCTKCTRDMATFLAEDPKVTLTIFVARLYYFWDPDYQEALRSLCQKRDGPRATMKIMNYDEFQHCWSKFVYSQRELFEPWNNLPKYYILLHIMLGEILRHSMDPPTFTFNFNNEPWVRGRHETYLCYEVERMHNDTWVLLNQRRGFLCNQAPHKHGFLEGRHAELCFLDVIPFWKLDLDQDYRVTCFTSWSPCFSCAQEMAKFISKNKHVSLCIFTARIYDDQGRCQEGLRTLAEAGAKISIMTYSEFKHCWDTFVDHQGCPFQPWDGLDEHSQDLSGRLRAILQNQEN
hIAP inh: human IAP inhibition; inhibition, % at 10 µM; 330,000 tested, 0.12% active; purified IAP, CDP-Star luminescence, 30 min; P09923; AID 2544;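 active means inhibition reaching a set limit with compound at 10 µM in the primary screen, cut at about 35% in these data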;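 further: plate controls were DMSO wells with enzyme for no effect and no-enzyme buffer wells for full effect; values of inactives mirror those of a sister screen read the other way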
Target sequence (P09923 whole entry, looked up): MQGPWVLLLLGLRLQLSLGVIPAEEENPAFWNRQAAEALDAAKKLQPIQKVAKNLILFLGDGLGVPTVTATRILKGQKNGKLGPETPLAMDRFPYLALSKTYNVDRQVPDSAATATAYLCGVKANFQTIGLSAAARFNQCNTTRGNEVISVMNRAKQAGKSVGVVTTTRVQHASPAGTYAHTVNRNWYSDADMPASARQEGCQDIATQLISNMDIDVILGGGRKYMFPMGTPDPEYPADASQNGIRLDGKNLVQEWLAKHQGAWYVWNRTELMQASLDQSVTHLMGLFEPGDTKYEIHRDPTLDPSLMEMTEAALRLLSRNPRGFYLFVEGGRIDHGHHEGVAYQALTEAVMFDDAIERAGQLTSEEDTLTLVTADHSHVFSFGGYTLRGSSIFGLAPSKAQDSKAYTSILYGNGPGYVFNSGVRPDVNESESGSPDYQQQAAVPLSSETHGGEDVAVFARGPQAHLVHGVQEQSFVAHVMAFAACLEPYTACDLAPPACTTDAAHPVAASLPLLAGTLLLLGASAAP
TIM10 inh: TIM10 yeast growth inhibition; inhibition, % at 10 µM; 330,000 tested, 1.4% active; S. cerevisiae TIM10 strain growth, BacTiter-Glo luminescence, 24 h;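 active means inhibition of 40% or more at the single tested concentration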;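 further: wild-type TIM10 isogenic control strain grown at permissive 25 °C; 0% = DMSO yeast wells and 100% = minimal medium wells without yeast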
mIAP activ: increases mouse intestinal alkaline phosphatase activity | muIAP, CDP-Star luminescence, 30 min; hits give high values; 1 = vehicle-only enzyme signal, 0 = enzyme-free wells | activation factor at 10 µM | 330,000 tested, 0.24% active;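 active means activation factor of at least 2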; further: the source names both 10 and 20 µM as test concentration; values of inactives mirror those of a sister screen read the other way
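Assay system: mouse IAP enzyme / Compound: DMSO-dissolved test compounds / Timing: 30 min, room temperature / Measured by: luminescence from enzymatic CDP-Star hydrolysis / Control set: DMSO-only wells, enzyme-free buffer wells as negative control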
NALP3 yeast inh: inhibitors of NALP3 inflammasome in yeast. inhibition, % at 10 µM. Yeast reconstituted NLRP3/ASC/caspase-1, beta-gal luminescence, 24 h. AID 2825. 330,000 tested, 0.39% active;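 active means inhibition of 50% or more; inactive means inhibition below 50%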;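 further: plate controls were induced DMSO wells for no effect and uninduced yeast grown without galactose for full effect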
tim10-1 inh: tim10-1 yeast growth inhibition | S. cerevisiae tim10-1 ts strain growth, BacTiter-Glo, 24 h | inhibition, % at 20 µM | 330,000 tested, 2.2% active;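 active means inhibition of at least 40%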;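 further: mutant grown at 25 °C; 0% = DMSO wells with yeast and 100% = wells holding no yeast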
Numbers without * were called inactive.

SMILES	mIAP block	beta cell repl	A3A deaminase	A3G deaminase	hIAP inh	TIM10 inh	mIAP activ	NALP3 yeast inh	tim10-1 inh
O=C(N/N=C/c1ccc2c(c1)OCO2)C1COc2ccccc2O1 (stereo not drawn)	-9	-1	-4	5	-9	-1	1.1	10	37
CC(=O)OC(C)(C)C#CCN1CCCC1	-9	-3	-4	-5	-8	-3	1.1	6	3
O=C(CCC1CCCN(c2ncccn2)C1)NCc1ccc(F)c(F)c1 (stereo not drawn)	3	1	-5	-5	8	-19	0.97	0	17
O=c1[nH]c(CSc2ncc(-c3ccc(F)cc3)n2Cc2ccco2)nc2ccccc12	-9	-4	4	-3	-30	32	1.1	-1	22
CCOc1ccc(N(CC(=O)OC)S(=O)(=O)c2c(C)noc2C)cc1	-17	0	-5	-6	-3	0	1.2	29	15
O=C(c1cnccn1)N1CCN(c2ccccc2)CC1	-3	-4	-3	1	-9	4	1	-2	16
COC1CC(C)NC(=S)N1 (stereo not drawn)	6	-3	-7	-13	0	7	0.94	-5	1
Cc1ccc(C)c(NC(=S)c2nc3ccccc3s2)c1	7	-3	-2	-8	9	19	0.93	17	26
O=C(COC(=O)COc1ccccc1Cc1ccccc1)Nc1cccnc1Cl	1	0	6	-1	15	11	0.99	11	21
CCOc1ccc2nc(N/C(N)=N/C(=S)Nc3cccc(OC)c3)nc(C)c2c1	4	-2	-2	-4	-4	19	0.96	21	13
O=C(CSc1nnc2ccccn12)c1ccccc1	-3	-3	-1	-10	4	-6	1	-4	-5
CC(NC(=O)C(=O)N/N=C/c1ccc(Cl)cc1)c1ccccc1 (stereo not drawn)	-5	1	-4	-11	-9	21	1	23	-3
CC(C)Cc1ccc(CN2CCCC(NC(=O)CSc3nncn3C)C2)cc1 (stereo not drawn)	2	0	-4	0	-18	6	0.97	5	10
N#Cc1c(-c2ccccc2)nc(N2CCCCCC2)[nH]c1=O	5	3	1	-3	1	-3	0.95	7	6
Cc1cc(=O)n(C(NC(=O)c2ccccc2)C(=O)c2ccccc2)cn1 (stereo not drawn)	-7	1	-3	-8	-1	-10	1.1	16	-5
O=C(C[C@@H]1C/C=C\C[C@H](NC(=O)OCC2c3ccccc3-c3ccccc32)C(=O)OC[C@H]2CCCN2C1=O)N[C@H](CO)Cc1ccccc1	7	-5	-1	-1	-10	8	0.93	-10	19
O=C(N/N=C/c1cc2c(cc1[N+](=O)[O-])OCO2)c1ccccn1	40*	1	15	15	0	12	0.6	9	10
Cc1ccccc1C(=O)NC1CCN(C(=O)Nc2ccccc2Cl)CC1	-2	-2	5	-6	-3	-8	1	10	10
CCCCCCC1(C)NC(=O)N(C(C)C(=O)Nc2ccc(N3CCOCC3)cc2)C1=O (stereo not drawn)	-13	3	2	-3	12	6	1.1	16	4
COc1ccc2c(c1)c(C(C)=O)c(C)n2-c1ccc(C(C)=O)cc1	-11	-1	4	3	3	3	1.1	-1	8
CN(Cc1ccccc1)C(=O)c1cccc(NC(=O)c2ccco2)c1	-2	-1	2	-4	13	5	1	17	11
Cc1cc(-c2ccccc2)nc2oc3c(c12)NC(=O)CN(c1ccccc1)C3=O	-17	-2	-6	-11	-2	8	1.2	8	6
COCCNC(=O)C(c1ccc(C)o1)N(C(=O)Cn1nnc2ccccc21)c1ccccc1 (stereo not drawn)	-1	1	-3	-9	2	9	1	7	9
Cc1nnc(SCC(=O)NC2CCCc3c2cnn3-c2ccc(F)cc2F)o1 (stereo not drawn)	-3	2	-2	-5	-5	-1	1	14	10
O=C(c1ccc(COc2c(F)c(F)c(F)c(F)c2F)o1)N1CCN(Cc2ccc3c(c2)OCO3)CC1	10	-4	14	4	14	28	0.91	11	31
(list continues)
SMILES	mIAP block	beta cell repl	A3A deaminase	A3G deaminase	hIAP inh	TIM10 inh	mIAP activ	NALP3 yeast inh	tim10-1 inh
CCOc1ccc(S(=O)(=O)N(CC(=O)NCc2ccncc2)c2ccc(C)cc2)cc1	2	-1	-2	-6	5	6	0.98	9	8
Cc1ccc(NS(=O)(=O)c2cc(C(=O)N(C)C3CCN(C)CC3)ccc2Cl)cc1Cl	-1	0	-1	-8	8	-3	1	5	-16
O=C(CNc1ccccc1)NN=C1CCCC1	7	-1	3	2	-3	-14	0.93	21	-14
CCOc1ccc(/C=N/N2C(C)CCCC2C)cc1 (stereo not drawn)	-6	-5	4	0	6	4	1.1	8	20
CCn1c(COc2ccc(C)cc2)nnc1SCc1nc2ccccc2[nH]1	6	-5	2	-5	11	6	0.94	11	35
COc1ccc(OC)c(/C=N/NC(=O)CNC(=O)c2ccc(S(=O)(=O)N3CCCC3)cc2)c1	-1	-1	-4	-7	-4	14	1	12	24
CCC(C)c1ccccc1OCCCCN1CCCC1 (stereo not drawn)	1	0	-1	-3	26	-8	0.99	15	-15
O=C(CSc1nnnn1C1CC2CCC1C2)Nc1ccnc2ccccc12 (stereo not drawn)	6	-4	2	-3	-10	-19	0.94	36	14
O=C(CCC(=O)N1CCSc2ccccc21)NCc1cccc(Br)c1	3	1	1	1	-2	2	0.97	19	20
COc1ccc(C(=O)NCCCNC(=O)c2ccco2)cc1OC	1	0	-4	-7	12	-14	0.99	5	-12
CC(=O)Nc1ccc(CN2CCN(CCc3ccccc3)C(CCO)C2)cc1 (stereo not drawn)	-2	0	-3	-7	15	-11	1	2	0
O=C(/C=C/c1cccs1)Nc1ccc(Br)cn1	4	-3	-2	-5	15	1	0.96	11	14
CCN(CC)CCN(Cc1cc2cc(C)ccc2[nH]c1=O)C(=S)NCc1ccco1	9	-5	-4	-8	7	-6	0.91	5	1
COc1ccc(N(C)C(=O)C2CCCN2S(=O)(=O)c2cccc3nsnc23)c(OC)c1 (stereo not drawn)	3	4	0	-4	3	17	0.97	10	1
COc1ccc(Cn2nnnc2C(c2cc3cc(C)cc(C)c3[nH]c2=O)N2CCOCC2)cc1 (stereo not drawn)	9	-3	1	-7	16	7	0.91	14	16
CCCCn1c(N)c(N(CCC(C)C)C(=O)c2ccc3c(c2)OCCO3)c(=O)[nH]c1=O	4	-1	-6	-12	3	22	0.95	18	30
Cc1ccc(NC(=O)CSc2nnc(-c3ccncc3)n2N)cc1C	7	2	-6	-13	14	2	0.93	-4	5
COc1ccc(C(=O)N2CCC(C(=O)Nc3ccc(OC)c(OC)c3)CC2)cc1	-10	-4	2	-1	-18	-14	1.1	4	0
CC(=O)N1CCN(C(=O)c2ccc(-c3ccccc3Cl)o2)CC1	3	0	-5	-5	14	10	0.97	-3	11
O=C(NCCOc1ccccc1)c1n[nH]c(=O)c2ccccc12	5	-3	2	-3	19	1	0.95	12	19
Cc1nc2ccccc2c(=O)n1/N=C/c1cccs1	0	3	-3	-9	-8	7	0.99	14	-2
COCCN(CCOC)C(=O)CSc1ccc(S(=O)(=O)N2CCN(C)CC2)cn1	6	-1	-5	-7	0	-2	0.94	6	8
COc1ccc(NC(=O)c2c(C(F)(F)F)nn(C)c2SCc2ccccc2Cl)cc1	2	-5	-3	-5	-15	15	0.98	13	29
O=C(NCCc1ccc(Cl)cc1)c1ccc2ccccc2n1	2	-2	-1	-8	10	11	0.98	16	-45
COc1ccc2cc(CCNC(=O)c3ccc(S(=O)(=O)N4CCOCC4)cc3)c(=O)[nH]c2c1	1	-1	5	-7	4	3	0.99	7	-7

4 successive entries out of the list so far:
SMILES	mIAP block	beta cell repl	A3A deaminase	A3G deaminase	hIAP inh	TIM10 inh	mIAP activ	NALP3 yeast inh	tim10-1 inh
COCCN(CCOC)C(=O)CSc1ccc(S(=O)(=O)N2CCN(C)CC2)cn1	6	-1	-5	-7	0	-2	0.94	6	8
COc1ccc(NC(=O)c2c(C(F)(F)F)nn(C)c2SCc2ccccc2Cl)cc1	2	-5	-3	-5	-15	15	0.98	13	29
O=C(NCCc1ccc(Cl)cc1)c1ccc2ccccc2n1	2	-2	-1	-8	10	11	0.98	16	-45
COc1ccc2cc(CCNC(=O)c3ccc(S(=O)(=O)N4CCOCC4)cc3)c(=O)[nH]c2c1	1	-1	5	-7	4	3	0.99	7	-7

Next part:
SMILES	mIAP block	beta cell repl	A3A deaminase	A3G deaminase	hIAP inh	TIM10 inh	mIAP activ	NALP3 yeast inh	tim10-1 inh
O=C(Cn1ncc2c3ccccc3n(Cc3cccc(Cl)c3)c2c1=O)NCc1ccccn1	7	8	-4	-7	12	2	0.93	5	35
Cn1c(CNC(=O)c2ccccc2F)nnc1SCC(=O)NCc1ccccc1	7	-1	1	-2	5	-7	0.93	7	-9
c1ccc(-c2nnc(CSc3nnc(-c4ccncc4)n3Cc3ccco3)o2)cc1	-16	-2	-4	-5	-16	18	1.2	22	9
COc1cccc(CN(C)C(c2ccccc2)c2ccccc2)c1OC	3	-3	-1	-2	-1	-31	0.97	-14	-30
Cc1cccc(N2CCN(C(=O)c3c(Cl)cnn3C)CC2)c1C	1	-1	0	-4	-18	-3	0.99	16	24
O=C(c1cc2ccccc2oc1=O)N(Cc1ccc2c(c1)OCO2)Cc1ccco1	9	-2	-3	-4	8	-7	0.91	-10	6
CCc1nc(N)nc2c1C(=O)CC(C)(C)C2	-14	1	-5	-4	-8	-6	1.1	-10	-9
CCn1c(C)nc2cc(C(=O)NNS(=O)(=O)c3c(C)c(C)cc(C)c3C)ccc21	5	-2	-2	-6	-7	10	0.95	12	5
N#Cc1ccc(Oc2ccc(C(N)=O)cc2)cc1C#N	2	-3	-3	-3	-17	-23	0.98	10	24
C/C=C(/C)C(=O)Nc1cccc(C2=NOC3(C2)C[C@@H](C(N)=O)N(C(=O)[C@H]2CCC(=O)N2)C3)c1 (stereo partly drawn)	4	4	0	4	-8	8	0.95	24	1
CC[C@H](C)[C@@H](C(=O)NCCCCCCCCCCC(=O)N1CCNCC1)n1cc(CCCCCN)nn1	-16	2	-2	-7	23	10	1.2	18	6
Cc1cc(=O)oc2cc(OCC(=O)OC(C)C(=O)NC3CCCC3)ccc12 (stereo not drawn)	-15	-1	-7	-5	-5	6	1.1	12	2
O=C(Nc1ccccc1Br)C1CCCN1S(=O)(=O)c1cccc2nsnc12 (stereo not drawn)	5	1	5	2	-18	6	0.95	10	9
NC(=O)C1CCN(C(=O)CSc2nc(O)cc(=O)[nH]2)CC1	-1	-3	-5	-5	12	-3	1	17	-12
Cc1ccccc1OCC(=O)OCC(=O)c1ccc(OCc2ccccc2)cc1	0	-1	-4	-9	4	11	0.99	8	22
CS(=O)(=O)N1CCC(C(=O)NCc2ccco2)CC1	3	7.7*	9	1	0	0	0.97	-4	-1
COc1ccc(N(CC(=O)NC2CCCCC2)C(=O)c2ccc(C)s2)c(OC)c1	-1	-1	-2	-8	-2	18	1	16	13
CCOC(=O)/C=C/C(=O)OCC(=O)Nc1ccc(OC)c(Cl)c1	0	-3	-2	-6	6	44*	1	24	53*
COc1ccc(C(=O)N[C@H](C(=O)Nc2nc3c(s2)CCCC3)C(C)C)cc1	1	-2	2	-3	5	6	0.99	7	12
O=C(Nc1nc2ccccc2[nH]1)C1CC1	5	-1	0	-2	-17	-4	0.95	0	10
COCCCNC(=O)C1=CCN(S(=O)(=O)c2ccc(OC)cc2)CC1	-2	-2	-3	-2	-4	-7	1	20	-10
CCCCNc1nnc(SCC(=O)c2c[nH]c3ccccc23)s1	-12	-3	-2	-2	6	-5	1.1	11	10
Cc1cc(C)nc(NC(=O)c2cc(-c3ccc(C)s3)nc3ccccc23)c1	-4	-4	3	2	8	11	1	-2	25
CCCCCCOC(=O)C(C#N)c1nc2ccccc2nc1N1CCCCC1 (stereo not drawn)	18	-6	4	-2	17	4	0.82	19	24
COc1ccc(CCNC(=O)CSc2ccccc2)cc1OC	4	0	1	-5	4	-3	0.96	7	9
CC(=O)Nc1ccc2nc(NC(=O)CN3CCOCC3)sc2c1	1	-1	13	0	-12	-10	0.99	9	10

Screening data from PubChem.
